FLuc modulator: firefly luciferase modulation, counter-screen for miR-21 project; purified FLuc, Km substrates, luminescence inhibition; Potency, µM (titrated, usually from 57.5 µM), for inactives: at the highest dose activity change, negative = inhibition, usual class: inhibitors; actives 6.9% (n = 360,000); AID 588342;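 note: potency is the fitted concentration of half-maximal effect; plate controls were vehicle for no effect and reference inhibitor for full effect; nearly all actives have a fitted effect of over 55% in size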
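Biochemical qHTS of compounds, final roughly 60 µM downward over six points, against 10 nM purified firefly luciferase using Km concentrations of substrates (10 uM D-luciferin, 10 uM ATP) in Tris acetate pH 7.5 buffer; luminescence output.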
VP16 counter: inhibits Gal4-VP16 luciferase reporter, ROR gamma counter-screen. actives 3.5% (n = 310,000). Potency, µM (top dose mostly 53.6 µM), without a hit: top-dose activity, negative = inhibition, most hits filed as inhibitors. Drosophila S2 Gal4-VP16 UAS-luciferase, luminescence, 20 h. AID 2546;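 note: Gal4-VP16 expression switched on by copper sulfate through the metallothionein promoter; potency is the fitted concentration of half-maximal effect; % is set by controls: 0 for no effect and ±100 for the full control effect; nearly all actives have a fitted effect of over 50% in size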
ELG1 DNA repair: inhibitors of ELG1-dependent DNA repair in HEK293T cells; HEK293T ELG1-luciferase reporter, luminescence, 16 h; DNA damage induced by 5-fluorouridine; Potency, µM (titrated, usually from 46.1 µM), inactives show top-dose activity change, negative = inhibition, actives largely listed as inhibitors; actives 2.3% (n = 330,000); note: potency is the fitted concentration of half-maximal effect; % is set by controls: 0 for no effect and ±100 for the full control effect; nearly all actives have a fitted effect of over 55% in size
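Step one: seed 2,000 cells per well. Step two: pin-transfer compound or DMSO alongside 5-fluorouridine. Step three: incubate 16 hr, 37 °C, 5% CO2. Step four: add ONE-Glo, wait 30 min, read luminescence.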
Rab9 promoter act: activators of Rab9 promoter | AID 485297 | actives 2.8% (n = 320,000) | Huh7 Rab9 promoter-luciferase reporter, luminescence, 24 h | Potency, µM (titrated, usually from 9.22 µM), inactives show at the top dose activation, negative = inhibition, most hits filed as activators; note: potency is the fitted concentration of half-maximal effect; % of control where 0% means no effect; nearly all actives have a fitted effect of over 60% in size
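Huh7 cells stably carrying a Rab9 promoter-luciferase reporter, 1500 cells per well in OP-MEM I with 10% FBS, treated with compound 24 hours at 37C. Luciferase activity read by luminescence after 10 minutes with Amplite reagent.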
RORg inh: blocks mouse ROR gamma transcriptional activity; P51450; Drosophila S2 Gal4-RORgamma UAS-luciferase reporter, 20 h; actives 5.4% (n = 310,000); Potency, µM (highest dose often 53.6 µM), inactives show at the top dose activity change, negative = inhibition, usual class: inhibitors; AID 2551; note: potency is the fitted concentration of half-maximal effect; % is set by controls: 0 for no effect and ±100 for the full control effect; nearly all actives have a fitted effect of over 60% in size
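A Gal4/UAS one-hybrid system in insect cells: metallothionein-promoter Gal4–ROR gamma fusion plus Photinus luciferase reporter. Copper sulfate 700 uM final, 20 hr ambient incubation, luminescent detection after 10 min with reagent.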
MBNL1-CUG inh: inhibitors of human MBNL1 binding to CUG repeat RNA. Q9NR56. TR-FRET MBNL1-His/biotin-(CUG)12 binding, 665/545 ratio. Potency, µM (top dose mostly 57.5 µM), for the others: at the top dose activity change, negative = inhibition, usual class: inhibitors. actives 0.036% (n = 280,000); active = well fitted inhibition curve with a large enough effect in the signal ratio, with a control signal flat, not every such curve was filed as active; inconclusive = small, poorly fitted or top-dose-only effect, or effect the other way, or a change in a side signal; inactive = no such curve, though single readings can be large or run the other way; the % refers to the signal ratio; note: potency is the fitted concentration of half-maximal effect; % is set by controls: 0 for no effect and ±100 for the full control effect
Target sequence (Q9NR56 whole entry, looked up): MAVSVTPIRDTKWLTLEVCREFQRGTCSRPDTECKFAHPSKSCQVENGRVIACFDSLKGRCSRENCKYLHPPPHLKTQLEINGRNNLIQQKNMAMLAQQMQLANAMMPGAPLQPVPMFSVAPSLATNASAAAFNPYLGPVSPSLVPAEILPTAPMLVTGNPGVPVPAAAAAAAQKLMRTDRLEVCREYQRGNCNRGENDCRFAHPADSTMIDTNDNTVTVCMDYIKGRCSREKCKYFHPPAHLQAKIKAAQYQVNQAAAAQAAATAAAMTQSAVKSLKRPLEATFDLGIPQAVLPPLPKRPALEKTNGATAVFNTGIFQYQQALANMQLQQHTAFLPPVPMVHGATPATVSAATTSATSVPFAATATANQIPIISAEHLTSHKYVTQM
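Compounds (final 92 nM to 58 uM) are added to His-tagged MBNL1 and biotin-(CUG)12, then terbium anti-His antibody and streptavidin-XL665 (5 nM final). After 60 min at room temperature, the 665/545 nm ratio is read.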
Menin MLL FP TR: displaces Texas Red mutant MLL peptide from human menin. Menin + Texas Red MLL mutant peptide, fluorescence polarization. O00255. Potency, µM (highest dose often 61.6 µM), for the others: at the top dose FP activity change, negative = inhibition, hits mostly inhibitors. AID 1768. actives 0.23% (n = 270,000); active = well fitted inhibition curve with a large enough effect in the polarisation, with a control signal flat, not every such curve was filed as active; inconclusive = small, poorly fitted or top-dose-only effect, or effect the other way, or a change in a side signal; inactive = no such curve, though single readings can be large or run the other way; the % refers to the polarisation; note: potency is the fitted concentration of half-maximal effect; % of control where 0% means no effect; many of its hits are not listed in these tables
Target sequence (O00255 whole entry, looked up): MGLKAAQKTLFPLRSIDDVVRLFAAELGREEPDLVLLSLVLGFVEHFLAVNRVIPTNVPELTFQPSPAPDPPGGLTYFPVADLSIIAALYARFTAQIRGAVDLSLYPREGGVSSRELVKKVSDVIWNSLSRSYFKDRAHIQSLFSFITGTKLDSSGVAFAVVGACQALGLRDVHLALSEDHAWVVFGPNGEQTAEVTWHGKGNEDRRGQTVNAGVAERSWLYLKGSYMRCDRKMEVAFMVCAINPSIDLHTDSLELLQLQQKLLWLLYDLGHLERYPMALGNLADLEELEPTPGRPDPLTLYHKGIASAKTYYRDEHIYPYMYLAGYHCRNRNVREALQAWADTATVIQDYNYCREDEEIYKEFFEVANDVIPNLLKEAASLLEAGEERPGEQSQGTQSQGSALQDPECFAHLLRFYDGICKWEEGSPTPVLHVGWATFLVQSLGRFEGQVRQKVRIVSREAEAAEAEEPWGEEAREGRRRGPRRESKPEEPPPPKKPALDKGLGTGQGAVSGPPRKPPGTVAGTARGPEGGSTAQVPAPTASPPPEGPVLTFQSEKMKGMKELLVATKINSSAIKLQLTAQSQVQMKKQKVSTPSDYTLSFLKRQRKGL
Mito fusion yeast: mitochondrial division inhibition or fusion activation | actives 0.23% (n = 320,000) | Potency, µM (doses to about 46.1 µM), without a hit: at the top dose growth rescue (activation), hits mostly activators | S. cerevisiae fusion-defective mutant growth rescue, CellTiterGlo 48 h;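 note: potency is the fitted concentration of half-maximal effect; % of control where 0% means no effect; nearly all actives have a fitted effect of over 45% in size; temperature-sensitive fusion mutants such as fzo1-1 at 37 °C on non-fermentable ethanol glycerol medium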
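Temperature-sensitive fusion-defective S. cerevisiae (e.g. fzo1-1, mgm1-5) were grown with compound in YPEG medium (3% ethanol, 3% glycerol) for 48 hours at 37C. Growth rescue was measured as viability by CellTiterGlo luminescence after 10 minutes at ambient.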
NPC1 prom act: activators of NPC1 promoter; Huh7 NPC1 promoter luciferase reporter, 24 h; Potency, µM (titrated, usually from 9.22 µM), inactives show at the top dose activation, most hits filed as activators; actives 2.4% (n = 320,000);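 note: potency is the fitted concentration of half-maximal effect; % of control where 0% means no effect; nearly all actives have a fitted effect of over 60% in size; reporter is driven by a mutant NPC1 promoter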
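Quantitative HTS used a cell-based reporter: Huh7 cells stably bearing the NPC1 promoter upstream of luciferase were treated with compounds for 24 h, and promoter activation was read as luminescence.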
PKM2 act: PKM2 (human) enzyme activation | P14618 | purified PKM2, Kinase-Glo ATP luminescence, activation; response scale: 0% is enzyme alone, no compound | Potency, µM (series often up to 57.5 µM), without a hit: top-dose activation, actives largely listed as activators | actives 0.34% (n = 260,000); note: potency is the fitted concentration of half-maximal effect; % is set by controls: 0 for no effect and ±100 for the full control effect; nearly all actives have a fitted effect of over 55% in size
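Purified hPK-M2 (>95% pure) converted ADP (0.1 mM final) to ATP with 0.5 mM PEP in 50 mM imidazole pH7.2, KCl, MgCl2, Tween 20, BSA; 1 h at room temperature. ATP detected by Kinase-Glo luminescence.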
KCNH2 3.1 inh: blocks the human KCNH2 3.1 channel isoform; actives 0.95% (n = 340,000); U2OS KCNH2 3.1, thallium flux FluxOr; hits give low values; activity change, % (tested at about 1.8 µM);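 active = maximum activity change below -70%; inconclusive = maximum activity change from -70% to -50%; inactive = maximum activity change above -50%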;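 note: thallium influx rate constant from kinetic fluorescence after stimulation buffer; % is set by controls: 0 for no effect and ±100 for the full control effect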
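Kinetic fluorescence (2 min after stimulation buffer) measures Tl+ influx through KCNH2 3.1 expressed by viral transduction in U2OS cells; the rate constant is normalized against DMSO controls serving as positive and negative references.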
Active calls of the source: *; ? = inconclusive; / = not tested or not shown; [ ] = dose if it differs, or a comment. Unless noted, calls come from the whole dose curve; as a rule, active = well fitted curve in the direction sought with a large enough effect; inconclusive = small, poorly fitted or top-dose-only effect, or another doubt; inactive = no such curve, though single readings can be large; an effect the other way counts as inactive or inconclusive. An excerpt, so the mix of outcomes need not match the whole.

nr	SMILES	Mito fusion yeast	PKM2 act	NPC1 prom act	FLuc modulator	VP16 counter	ELG1 DNA repair	MBNL1-CUG inh	KCNH2 3.1 inh	RORg inh	Menin MLL FP TR	Rab9 promoter act
1	COc1ccc(CN(C)C(=O)C2CCN(S(=O)(=O)c3cccs3)CC2)cc1F	1.4%	/	-0.5%	/	/	-7.2%	/	-0.8	/	/	-3.1%
2	COc1ccc(CCN2C(=NC(=O)CCC(=O)O)SC3CS(=O)(=O)CC32)cc1OC (stereo unspecified)	-1.2%	1.9%	-1.4%	26.9µM*	?	28.1%	-19.6%	-1.4	-40.6%	-27.9%	7.1%
3	CNc1c(NC(=O)COc2ccc(Cl)cc2)c(=O)oc2ccccc12	-3.2%	/	-5.6%	-3.4%	1.5%	-0.8%	6.6%	-0.3	29.3%	-2.6%	-0.1%
4	Cc1ccc(NCc2nnc(SCC(=O)c3ccccc3)o2)c(C)c1	-0.2%	4.9%	-1.9%	0.1%	0.8%	-8.4%	-2.5%	-7.5	-26.5%	-2.7%	-6.2%
5	CCOC(=O)C1CCCN(CC(=O)c2c[nH]c3ccc(C)cc23)C1 (stereo unspecified)	-1.5%	0.7%	-0.2%	-1.1%	6.7%	2.5%	-3.2%	9.4	1.0%	/	-7.1%
6	CCOC(=O)c1[nH]c(COC(=O)CCOc2ccccc2OC)c(C(=O)OCC)c1C	26.0%	-13.9%	-6.5%	-1.5%	?	10.0%	10.3%	21.6	3.7%	18.7%	-3.1%
7	CC1(C)Cc2ccccc2-c2c1c(=O)n(Cc1ccccc1)c1nnnn21	1.0%	9.7%	-6.0%	2.0%	-3.1%	-13.2%	3.3%	23.0	33.2%	-19.7%	0.3%
8	COC(=O)c1[nH]c(C)c(/C(O)=C2\C(=O)C(=O)N(CCN3CCOCC3)C2c2ccc(C)o2)c1C (stereo unspecified)	-4.6%	6.0%	-5.5%	-1.6%	-7.8%	10.3%	6.2%	5.6	1.3%	/	-3.5%
9	CCOC(=O)C1=C(C)NC(=O)NC1c1ccc(N2CCC(c3ccccc3)=N2)cc1 (stereo unspecified)	2.8%	2.2%	19.0%	?	-5.9%	17.4%	18.5%	-12.8	15.6%	-20.7%	3.2%
10	CS(=O)(=O)N(Cc1ccc(C(=O)NN=C2CCCCCC2)cc1)c1ccccc1	-3.3%	-4.5%	-0.9%	-18.6%	?	-1.2%	-7.4%	12.2	-17.0%	2.3%	2.7%
11	COc1ccccc1N1CCN(c2cc(=O)n(-c3ccccc3Cl)c(=O)[nH]2)CC1	-1.1%	-4.0%	-3.4%	4.8%	5.1%	-16.7%	11.0%	-9.0	-21.6%	0.2%	-0.5%
12	Cc1cccc(N(C)S(=O)(=O)c2ccc3c(c2)CCC(=O)N3)c1	-0.6%	?	-4.3%	0.5%	-7.4%	2.1%	8.3%	-7.5	9.0%	-1.5%	3.3%
13	CN1CCN(c2nc3c(c(=O)[nH]c(=O)n3C)n2Cc2ccc([N+](=O)[O-])cc2)CC1	2.9%	0.9%	-2.0%	0.6%	-7.2%	-6.2%	?	9.8	13.8%	9.7%	4.9%
14	Cc1cn(S(=O)(=O)c2ccccc2[N+](=O)[O-])cn1	-7.3%	-0.2%	-8.1%	2.9%	-5.0%	-3.8%	-11.3%	-8.9	-6.2%	-0.2%	-4.5%
15	COc1ccc(-n2ncc3c(N4CCC(C(N)=O)CC4)ncnc32)cc1	-1.1%	5.9%	3.55µM*	15.1µM*	-29.0%	-9.3%	-13.5%	2.1	-31.5%	9.3%	2.82µM*
16	O=[N+]([O-])c1ccc(N2CCN(S(=O)(=O)c3ccc(Cl)cc3)CC2)cc1NCc1cccnc1	20.7%	23.1%	0.4%	-1.4%	-4.5%	13.0%	3.9%	-5.9	11.0%	-10.0%	-2.4%
17	Cc1cc(C)c2c(C)c(C(=O)NCc3ccncc3)oc2c1	-1.4%	3.4%	0.6%	2.9%	0.9%	-20.3%	-5.9%	8.4	2.8%	-4.4%	0.5%
18	COc1cc(/C=C2\CC/C(=C\c3ccc(OCCO)c(OC)c3)C2=O)ccc1OCCO	-4.1%	-21.5%	-3.1%	-8.9%	-18.5%	?	?	-10.8	47.8%	-1.8%	-1.6%
19	CC(O)CNc1nc(Cl)c(C#N)s1 (stereo unspecified)	0.4%	7.2%	7.3%	-1.4%	-3.1%	-11.6%	-23.2%	3.4	20.4%	0.2%	-2.0%
20	CC(=O)Nc1ccc(NC(=O)c2ccc(NS(=O)(=O)c3cc(C(C)(C)C)cc(C)c3C)cc2)cc1	1.4%	-6.7%	-3.2%	0.0%	-25.4%	0.3%	/	23.2	1.6%	?	-0.4%
21	Cc1c(C)c2c(OCC(=O)Nc3cccnc3)cc3c(c2oc1=O)CCC(C)(C)O3	3.9%	-8.4%	-4.2%	-2.3%	-2.9%	0.2%	-0.6%	-0.3	0.5%	5.8%	6.3%
22	COC(=O)c1cc2c(C)nn(C)c2s1	5.62µM*	-2.3%	1.0%	-2.3%	5.1%	1.0%	-12.1%	5.1	4.4%	/	-3.6%
23	CC(C)NC(=O)c1ccc(-c2cccc(C(F)(F)F)c2)o1	1.0%	-1.7%	1.3%	0.0%	-6.4%	11.1%	9.4%	6.7	2.3%	-7.7%	5.3%
24	CCc1ccc(OCC(=O)Nc2nnc(C3CCCC3)s2)cc1	-1.4%	/	-12.8%	1.6%	0.2%	?	-9.6%	12.7	-14.2%	/	3.7%
25	O=C(NCCN1CCCCC1)c1ccc(/C=N/O)nc1	-1.0%	0.5%	-1.1%	-0.7%	-7.3%	23.3%	-2.8%	-1.4	-2.5%	7.9%	1.0%
26	Cc1ccc(S(=O)(=O)N2CCC(C(=O)NNC(=O)c3ccccc3)CC2)cc1	10.7%	2.0%	-0.4%	0.3%	-1.5%	14.1%	-3.1%	-115.4*	2.6%	-5.7%	-1.2%
27	CCCc1nccn1S(=O)(=O)c1cc(OC)ccc1OC	-3.8%	2.0%	2.2%	-0.3%	3.1%	-1.9%	-0.6%	2.4	-10.3%	/	0.3%
28	O=C(Nc1cc2c3c(c1)CC(=O)N3CCC2)c1ccc(F)cc1	-6.1%	/	1.2%	?	/	?	/	16.7	/	/	-4.7%
29	Cn1c(CNC(=O)c2ccco2)nnc1SCC(=O)Nc1ccc(Cl)cc1	0.9%	/	-0.4%	6.5%	/	-5.2%	/	9.0	/	/	8.3%
30	O=C(CCS(=O)(=O)Cc1ccccc1F)NCCCN1CCCCC1	-0.7%	4.6%	-6.4%	11.8%	-10.1%	-5.8%	-9.5%	2.6	-2.2%	19.9%	0.4%

Next part:
nr	SMILES	Mito fusion yeast	PKM2 act	NPC1 prom act	FLuc modulator	VP16 counter	ELG1 DNA repair	MBNL1-CUG inh	KCNH2 3.1 inh	RORg inh	Menin MLL FP TR	Rab9 promoter act
31	Fc1ccc(-n2nnc(-c3ccccc3Cl)n2)cc1	3.4%	0.5%[11.5 µM]	-5.5%	0.1%	1.2%	8.5%	-12.6%	6.4	17.2%	-1.8%	-4.0%
32	C/C(=N\Oc1cccc(F)n1)c1ccc(Cl)cc1Cl	2.3%	-4.2%	-1.9%	?	17.4%	?	-6.0%	-2.8	5.6%	6.1%	1.0%
33	COc1ccc(-c2csc(-n3cccn3)n2)cc1	-17.8%	/	2.51µM*	3.79µM*	-13.3%	?	-13.0%	-9.1	11.1%	0.6%	1.41µM*
34	Cc1ccc(C)c(NC(=O)CSc2ccc(S(=O)(=O)N3CCCC3)cn2)c1	3.9%	/	-1.8%	4.8%	/	-15.9%	/	8.2	/	/	-1.8%
35	CCOCCCNC(=S)NCCNc1nc2c(C)cccc2cc1C#N	-2.9%	4.4%	-4.0%	10.6%	3.16µM*	?	12.6%	-4.2	0.251µM*	?	-2.7%
36	CC(=O)c1ccccc1NS(=O)(=O)c1c(C)nn(-c2ccccc2)c1C	4.9%	2.7%	-1.1%	-0.5%	3.3%	?	-4.8%	-0.4	38.8%	25.2%	-12.8%

From PubChem
